KKLEB tox – cytotoxicity in KKLEB CF airway cells, primary screen, cytotoxicity control for CF NF-kB inhibitor project, cell-based, uHTS, fluorescence assay plates; KKLEB CF airway cells viability, ATPlite luminescence, overnight; active compounds read low; cells stimulated with P. aeruginosa culture filtrate; activity change (cytotoxicity), % at 5 µM; hit rate 0.36% among 360,000;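 active = corrected activity change at or below -50% at 5 µM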
iPSC survival up – enhancers of single-cell hiPSC survival, primary screen, ATPlite luminescence | 100% = ROCK inhibitor wells, 0% = DMSO | survival enhancement, % at 20 µM | hit rate 0.044% among 360,000; in the data active = survival enhancement above about 18%;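 note: cells exposed to compounds for 16 hours before the ATP read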
aDG glyco act – activators of alpha-DG glycosylation, primary screen, uHTS, Pro5-aDG cells, AlphaScreen | AID 624168, 2012 | activation, % at 10 µM | hit rate 0.22% among 360,000 | alpha-DG glycosylation AlphaScreen (IIH6); 0% Pro5, 100% B10-LARGE cell signal;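 active = activation of at least 8% versus controls, or a plate z-score of at least 8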;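 note: Pro5 are CHO cells carrying HIG-tagged alpha-DG that lacks glycosylation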
CF NFkB inh – inhibitors of PAF-induced NF-kB signaling, primary screen, cell-based, GFP fluorescence, uHTS. KKLEB NF-kB-GFP reporter, GFP fluorescence overnight. inhibition, % at 5 µM. hit rate 0.86% among 360,000. AID 588850, 2011;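 active = at least 50% inhibition at 5 µM, scaled per plate between neutral and stimulator controls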;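 note: PAF is a Pseudomonas aeruginosa culture filtrate used as stimulus; plate controls were PAF-stimulated DMSO wells for no effect and unstimulated DMSO wells for full effect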
TWEAK Fn14 block – inhibitors of TWEAK-Fn14 signaling, primary screen, luciferase reporter cells, uHTS. TWEAK-stimulated Fn14 reporter cells, luciferase luminescence, 8 h. inhibition, % at 10 µM. hit rate 2% among 360,000; in the data active = inhibition above about 50%
HIF-2a block – HIF-2a reporter inhibitors, primary screen, luminescence, 786-0 RCC cells; inhibition, % at 18.8 µM; hit rate 0.72% among 360,000; 786-0 RCC cells HIF-2a reporter, luciferase luminescence, overnight; AID 624352, 2012;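 active = inhibition of the luminescence signal of 40% or more relative to plate controls, in a single-dose primary screen at 18.75 µM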
NR2E3 ag-1 – inhibitors of NR2E3-RetCOR corepressor binding, primary screen, NR2E3 agonist project, biochemical, TR-FRET, GST-NR2E3, biotin-RetCOR. 1536-well. hit rate 0.12% among 320,000. Photoreceptor-specific nuclear receptor (Homo sapiens), Q9Y5X4. inhibition of corepressor binding, % at 4.78 µM. AID 2300, 2010;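 active = percent inhibition above the cutoff of mean plus 3 SD of all tested compounds, set per screening campaign, cut at about 20% in these data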;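 note: 0% = DMSO wells and 100% = biotin wells as full block of FRET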
Target sequence (Q9Y5X4 whole entry, looked up): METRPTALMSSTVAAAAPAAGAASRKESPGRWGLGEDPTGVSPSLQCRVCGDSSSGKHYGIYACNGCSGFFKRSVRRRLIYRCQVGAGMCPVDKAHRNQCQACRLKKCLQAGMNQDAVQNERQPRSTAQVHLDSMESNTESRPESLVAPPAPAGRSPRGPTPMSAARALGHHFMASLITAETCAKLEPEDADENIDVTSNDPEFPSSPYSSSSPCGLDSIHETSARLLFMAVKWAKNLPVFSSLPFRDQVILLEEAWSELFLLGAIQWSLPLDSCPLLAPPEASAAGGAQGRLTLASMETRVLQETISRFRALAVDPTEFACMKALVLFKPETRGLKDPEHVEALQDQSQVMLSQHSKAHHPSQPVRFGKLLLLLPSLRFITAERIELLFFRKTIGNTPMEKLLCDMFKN
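Test system: GST-NR2E3 and biotin-RetCOR proteins | Quantity: 1.35 nM GST-tagged NR2E3 final | Medium: Tris pH 7.5 | Also added: 7 nM biotin-RetCOR | Dosing: Compound at 4.8 µM, single dose | Timing: 5 h at 4 °C | Detection: Time-resolved FRET | Read-out basis: Percent inhibition | Benchmarks: Biotin wells as high control, 0.6% DMSO wells as low control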
Peg3 prom inh – Peg3 promoter-driven luciferase inhibitors, primary screen, cell-based, HeLa, luciferase luminescence; HeLa PEG-Prom luciferase reporter, overnight; inhibition, % at 20 µM; hit rate 1.7% among 360,000;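 active = inhibition of at least 50% at 20 µM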
TRPM1 prom inh – inhibitors of MITF-dependent TRPM1 promoter reporter, primary screen, cell-based, SK-MEL-5, single point, luciferase; SK-MEL-5 TRPM1 promoter luciferase, 24 h; AID 488899, 2010; inhibition, % at 12.5 µM; hit rate 0.83% among 330,000;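 active = mean inhibition across replicates of 60% or more, whatever share of single replicates reaches that level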; note: values of inactives mirror those of a sister screen read the other way
NR2E3 ag-2 – NR2E3 agonists in two-hybrid cells, primary screen, cell-based, luminescence, CHO-S, Gal4-NCOR/VP16-NR2E3; Photoreceptor-specific nuclear receptor (Homo sapiens), Q9Y5X4; luciferase; inhibition of corepressor binding, % at 3.98 µM; hit rate 0.35% among 360,000; AID 602229, 2012;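 active = inhibition above the mean of all tested compounds plus 3 SD, cut at about 70% in these data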;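 note: 0% = DMSO with NR2E3 transfected cells and 100% = cells lacking NR2E3 construct; higher means lower luciferase signal from less NR2E3 corepressor binding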
Shn3 3UTR inh – reduction of Shn3 3'UTR firefly luciferase signal, primary screen, Schnurri-3 inhibitor project, cell-based, Clone20 osteoblasts, set 2. Clone20 osteoblast Shn3 3'UTR firefly luciferase, 24 h. inhibition, % at 12.5 µM. hit rate 0.52% among 360,000;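 active = mean inhibition of at least 75% with every replicate also reaching 75%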;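 note: 0% = median of neutral control wells and 100% = pilot-screen positive control compound; some compounds past the cut are filed as inactive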
Active calls of the source: *.

For COc1ccc(-c2nn(-c3ccccc3)cc2CNC[C@H]2O[C@@H](n3ccc(=O)[nH]c3=O)[C@H](O)[C@@H]2O)cc1 the results were KKLEB tox 17, iPSC survival up -2.1, aDG glyco act -0.3, CF NFkB inh -19, TWEAK Fn14 block -18, HIF-2a block 12, Peg3 prom inh 4, NR2E3 ag-2 4 and Shn3 3UTR inh 6.
Screening CCN1CCc2c(sc(NC(=O)c3cc4ccccc4cc3OC)c2C(N)=O)C1 returned KKLEB tox -17, iPSC survival up -0.3, aDG glyco act -0.3, CF NFkB inh -16, TWEAK Fn14 block -15, HIF-2a block 26, NR2E3 ag-1 3, Peg3 prom inh 110*, TRPM1 prom inh 37, NR2E3 ag-2 6 and Shn3 3UTR inh 20.
Screening CC1CCCC(NC(=O)Cn2cc(Br)ccc2=O)C1C (centres undefined) returned KKLEB tox 11, iPSC survival up 0.2, aDG glyco act -0.2, CF NFkB inh -2, TWEAK Fn14 block 8, HIF-2a block -2, Peg3 prom inh 6, TRPM1 prom inh 8, NR2E3 ag-2 8 and Shn3 3UTR inh -8.
Screening COCCNC(=S)N1CCN(c2cccc(C)c2C)CC1 returned KKLEB tox 7, iPSC survival up -1.4, aDG glyco act 0.3, CF NFkB inh 0, TWEAK Fn14 block -20, HIF-2a block -21, NR2E3 ag-1 2, Peg3 prom inh -2, TRPM1 prom inh 1, NR2E3 ag-2 -10 and Shn3 3UTR inh 0.
CCCn1nc(C(=O)OCC(=O)c2ccccc2)c2ccccc2c1=O was read as KKLEB tox 13, iPSC survival up -0.2, aDG glyco act 0.0, CF NFkB inh 0, TWEAK Fn14 block 0, HIF-2a block 9, NR2E3 ag-1 -2, Peg3 prom inh 5, TRPM1 prom inh 6, NR2E3 ag-2 0 and Shn3 3UTR inh -65.
Screening CC(=O)c1ccc(N(CC(=O)NC2CCCCC2)C(=O)CNC(=O)c2ccco2)cc1 returned KKLEB tox 1, iPSC survival up -0.2, aDG glyco act -0.1, CF NFkB inh -7, TWEAK Fn14 block 8, HIF-2a block -2, NR2E3 ag-1 -2, Peg3 prom inh 0, TRPM1 prom inh -1, NR2E3 ag-2 17 and Shn3 3UTR inh -6.
For COc1cccc(C(=O)Nc2sc3c(c2C(=O)O)CCCC3)c1 the results were KKLEB tox -2, iPSC survival up 3.4, aDG glyco act 0.1, CF NFkB inh 6, TWEAK Fn14 block 29, HIF-2a block -166, Peg3 prom inh -129, TRPM1 prom inh -10, NR2E3 ag-2 -62 and Shn3 3UTR inh 12.
For O=C(c1ccc(Br)o1)N1CC=C(c2ccccc2)CC1 the results were KKLEB tox 15, iPSC survival up -4.5, aDG glyco act 0.4, CF NFkB inh -24, TWEAK Fn14 block 13, HIF-2a block -52, Peg3 prom inh -30, TRPM1 prom inh 11, NR2E3 ag-2 26 and Shn3 3UTR inh -5.
Screening O=C(Nc1ccccc1N1CCOCC1)C1CCN(S(=O)(=O)c2cccc(C(F)(F)F)c2)CC1 returned KKLEB tox -10, iPSC survival up -1.6, aDG glyco act 0.1, CF NFkB inh -2, TWEAK Fn14 block 2, HIF-2a block 15, NR2E3 ag-1 -1, Peg3 prom inh 20, TRPM1 prom inh 13, NR2E3 ag-2 7 and Shn3 3UTR inh 14.
COc1ccc(CN2CCC(n3nccc3NC(=O)CCOc3ccccc3)CC2)cc1C was read as KKLEB tox -4, iPSC survival up 0.3, aDG glyco act 0.2, CF NFkB inh 0, TWEAK Fn14 block -15, HIF-2a block 14, NR2E3 ag-1 4, Peg3 prom inh 5, TRPM1 prom inh 7, NR2E3 ag-2 -10 and Shn3 3UTR inh 51.
CCOC(=O)c1csc(NC(=O)CSc2nnnn2-c2ccc3c(c2)OCCO3)n1 was read as KKLEB tox 3, iPSC survival up -2.7, aDG glyco act 0.1, CF NFkB inh -3, TWEAK Fn14 block 9, HIF-2a block 11, NR2E3 ag-1 1, Peg3 prom inh 8, TRPM1 prom inh 18, NR2E3 ag-2 4 and Shn3 3UTR inh -3.
CC(C)N(C(=S)Nc1ccc(S(=O)(=O)N2CCOCC2)cc1)c1ccccc1 was read as KKLEB tox 10, iPSC survival up -2.3, aDG glyco act -0.2, CF NFkB inh -2, TWEAK Fn14 block -17, HIF-2a block 8, Peg3 prom inh 14, NR2E3 ag-2 -5 and Shn3 3UTR inh -11.
For O=C1CSC(c2ccccc2)N1c1ccc([N+](=O)[O-])cc1 (centres undefined) the results were KKLEB tox 1, iPSC survival up 0.7, aDG glyco act -0.1, CF NFkB inh -10, TWEAK Fn14 block 13, HIF-2a block 5, NR2E3 ag-1 3, Peg3 prom inh 2, TRPM1 prom inh 16, NR2E3 ag-2 -9 and Shn3 3UTR inh 21.
`Cc1ccccc1N1Cc2ccccc2C1` gave KKLEB tox 7, iPSC survival up 3.7, aDG glyco act 0.3, CF NFkB inh -18, TWEAK Fn14 block 12, HIF-2a block 21, NR2E3 ag-1 0, Peg3 prom inh 0, TRPM1 prom inh 7, NR2E3 ag-2 -15 and Shn3 3UTR inh -11.
Cc1ccc2c(c1C)-c1c(ccc(C)c1C)C(=O)C2=O was read as KKLEB tox -53*, iPSC survival up -1.8, aDG glyco act 0.4, CF NFkB inh 86*, TWEAK Fn14 block 86*, HIF-2a block 66*, Peg3 prom inh 95*, TRPM1 prom inh 108*, NR2E3 ag-2 60 and Shn3 3UTR inh 54.
For Cc1cccn2c(=O)nc(SCC(=O)N3CCC(Cc4ccccc4)CC3)nc12 the results were KKLEB tox 17, iPSC survival up -0.2, aDG glyco act 0.0, CF NFkB inh -2, TWEAK Fn14 block -16, HIF-2a block 15, NR2E3 ag-1 0, Peg3 prom inh 12, TRPM1 prom inh 2, NR2E3 ag-2 21 and Shn3 3UTR inh 1.
O=C(O)c1ccc(SCc2cnc(Cl)s2)cc1 was read as KKLEB tox -5, iPSC survival up -1.2, aDG glyco act 0.0, CF NFkB inh 6, TWEAK Fn14 block -17, HIF-2a block 29, NR2E3 ag-1 -1, Peg3 prom inh -9, TRPM1 prom inh 7, NR2E3 ag-2 -17 and Shn3 3UTR inh 17.
CS(=O)(=O)CCSc1ncccc1C(=O)NCc1cccs1 was read as KKLEB tox 8, iPSC survival up -0.9, aDG glyco act -0.1, CF NFkB inh 0, TWEAK Fn14 block -11, HIF-2a block 15, NR2E3 ag-1 -5, Peg3 prom inh 17 and NR2E3 ag-2 -14.
Screening Cc1c(NC(=O)c2ccc(CC(C)C)o2)c(=O)n(-c2ccccc2)n1C returned KKLEB tox 5, iPSC survival up -0.3, aDG glyco act -0.1, CF NFkB inh 6, TWEAK Fn14 block 23, HIF-2a block 10, NR2E3 ag-1 -3, Peg3 prom inh 1, TRPM1 prom inh 9, NR2E3 ag-2 -13 and Shn3 3UTR inh -4.
Screening CC1(C)CC(NCCC(c2ccccc2)c2ccco2)CCO1 (centres undefined) returned KKLEB tox 0, iPSC survival up -0.5, aDG glyco act 0.1, CF NFkB inh -1, TWEAK Fn14 block 4, HIF-2a block 10, NR2E3 ag-1 1, Peg3 prom inh 14, TRPM1 prom inh 4, NR2E3 ag-2 14 and Shn3 3UTR inh -20.
For O=C(CN1C(=O)C(c2ccccc2)Oc2cccnc21)NCc1ccccc1F (centres undefined) the results were KKLEB tox 13, iPSC survival up -0.2, aDG glyco act 0.7, CF NFkB inh -20, TWEAK Fn14 block 18, HIF-2a block 4, NR2E3 ag-1 -1, Peg3 prom inh 6, TRPM1 prom inh 6, NR2E3 ag-2 10 and Shn3 3UTR inh -1.
Cc1cccc(N2CCN(S(=O)(=O)c3ccc4c(c3)NC(=O)CO4)CC2)c1C was read as KKLEB tox 3, iPSC survival up 0.5, aDG glyco act 0.1, CF NFkB inh -5, TWEAK Fn14 block -2, HIF-2a block 11, NR2E3 ag-1 0, Peg3 prom inh 22, TRPM1 prom inh 3, NR2E3 ag-2 -8 and Shn3 3UTR inh 9.
Screening O=C(CSc1nc2ccccc2c(=O)n1-c1ccccc1)c1c[nH]c2ccccc12 returned KKLEB tox -4, iPSC survival up -0.3, aDG glyco act 0.1, CF NFkB inh 15, TWEAK Fn14 block -2, HIF-2a block 8, NR2E3 ag-1 2, Peg3 prom inh 23, TRPM1 prom inh 7, NR2E3 ag-2 -38 and Shn3 3UTR inh 2.
`CCNC(=O)c1ccc(C2SCC(=O)N2Cc2ccco2)cc1` (centres undefined) gave KKLEB tox -11, iPSC survival up 0.3, aDG glyco act 0.1, CF NFkB inh -13, TWEAK Fn14 block -4, HIF-2a block 16, NR2E3 ag-1 -3, Peg3 prom inh 9, TRPM1 prom inh 1, NR2E3 ag-2 19 and Shn3 3UTR inh -10.
Screening C#CCOCCOCCOCCNc1nc(N2CCN(C(=O)[C@H]([C@@H](C)CC)n3cc(CCCCN)nn3)CC2)nc(N2CCN(C(=O)[C@H](CCCCN)n3cc(CC(C)O)nn3)CC2)n1 (some centres undefined) returned KKLEB tox 11, iPSC survival up -1.1, aDG glyco act 0.5, CF NFkB inh -11, TWEAK Fn14 block -8, HIF-2a block -9, NR2E3 ag-1 0, Peg3 prom inh -1, TRPM1 prom inh 6, NR2E3 ag-2 -20 and Shn3 3UTR inh -2.
`COc1ccc(Cc2nn[nH]n2)cc1` gave KKLEB tox -6, iPSC survival up -3.2, aDG glyco act 0.0, CF NFkB inh 0, TWEAK Fn14 block 9, HIF-2a block 5, NR2E3 ag-1 -3, Peg3 prom inh 4, TRPM1 prom inh 2, NR2E3 ag-2 7 and Shn3 3UTR inh 12.
`Cc1[nH]c2ccc(C(=O)O)cc2c1C` gave KKLEB tox 10, iPSC survival up -0.9, aDG glyco act 0.0, CF NFkB inh -22, TWEAK Fn14 block 2, HIF-2a block -8, NR2E3 ag-1 2, Peg3 prom inh -2, TRPM1 prom inh 3, NR2E3 ag-2 6 and Shn3 3UTR inh 2.
`COc1ccccc1NC(=O)Cn1cc(C#N)c2ccccc21` gave KKLEB tox 9, iPSC survival up 4.4, aDG glyco act 0.0, CF NFkB inh -1, TWEAK Fn14 block 3, HIF-2a block 15, NR2E3 ag-1 4, Peg3 prom inh 18, TRPM1 prom inh 20, NR2E3 ag-2 7 and Shn3 3UTR inh 7.

Screens: PubChem, several laboratories
